# From PubChem BioAssay
# DDE Tn6 FP inh: inhibitors of Tn6 peptide binding to human fibrin DD(E); 370,000 tested, 0.21% active; inhibition, % at 8.3 µM; Fibrin DD(E) TRITC-Tn6 fluorescence polarization displacement; AID 720509; P02675;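 active = inhibition above a per-campaign cutoff: mean of compounds within control limits plus 3 SD, cut at about 15% in these data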;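 note: 0% = median of all compound wells on the plate and 100% = blocking peptide control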
# ADAM17 inh: inhibitors of human ADAM17 | P78536 | recombinant ADAM17, EDANS/DABCYL FRET peptide cleavage | inhibition, % at 6.95 µM | 370,000 tested, 0.83% active | AID 720648;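 active = inhibition above the mean of compounds lying between control limits plus 3 SD, set per campaign, cut at about 8.5% in these data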;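 note: 0% = DMSO-only wells as the low control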
# ASAP1 inh: ASAP1 ArfGAP inhibition | Q9ULH1 | ASAP1-stimulated ARF1 GTP hydrolysis, GDP FP detection | inhibition, % at 16.5 µM | 360,000 tested, 0.19% active; in the data active = inhibition above about 25%;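 note: 0% = vehicle with enzyme and substrate and 100% = no enzyme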
# Target sequence (Q9ULH1 325-724 limits assumed): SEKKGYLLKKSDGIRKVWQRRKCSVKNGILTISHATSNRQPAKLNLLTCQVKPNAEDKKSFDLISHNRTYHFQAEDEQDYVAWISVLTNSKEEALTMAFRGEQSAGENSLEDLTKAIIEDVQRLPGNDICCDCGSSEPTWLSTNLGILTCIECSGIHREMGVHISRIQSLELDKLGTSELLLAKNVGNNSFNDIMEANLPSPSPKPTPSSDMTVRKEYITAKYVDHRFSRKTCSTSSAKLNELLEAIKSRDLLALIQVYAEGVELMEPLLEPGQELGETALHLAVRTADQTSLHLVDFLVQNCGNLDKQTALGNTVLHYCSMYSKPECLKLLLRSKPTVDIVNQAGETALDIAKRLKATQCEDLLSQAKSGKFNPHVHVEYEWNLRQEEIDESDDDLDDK
# ADAM10 inh: ADAM10 inhibition, QFRET primary screen | O14672 | inhibition, % at 7 µM | 370,000 tested, 0.62% active | recombinant ADAM10, EDANS/DABCYL FRET peptide cleavage, 3 h;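 active = inhibition above a per-campaign cutoff equal to the mean of compounds falling between control-based bounds plus 3 SD, cut at about 20% in these data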;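 note: 0% = DMSO wells while the 100% control is not disclosed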
# Target sequence (O14672 214-748 limits assumed): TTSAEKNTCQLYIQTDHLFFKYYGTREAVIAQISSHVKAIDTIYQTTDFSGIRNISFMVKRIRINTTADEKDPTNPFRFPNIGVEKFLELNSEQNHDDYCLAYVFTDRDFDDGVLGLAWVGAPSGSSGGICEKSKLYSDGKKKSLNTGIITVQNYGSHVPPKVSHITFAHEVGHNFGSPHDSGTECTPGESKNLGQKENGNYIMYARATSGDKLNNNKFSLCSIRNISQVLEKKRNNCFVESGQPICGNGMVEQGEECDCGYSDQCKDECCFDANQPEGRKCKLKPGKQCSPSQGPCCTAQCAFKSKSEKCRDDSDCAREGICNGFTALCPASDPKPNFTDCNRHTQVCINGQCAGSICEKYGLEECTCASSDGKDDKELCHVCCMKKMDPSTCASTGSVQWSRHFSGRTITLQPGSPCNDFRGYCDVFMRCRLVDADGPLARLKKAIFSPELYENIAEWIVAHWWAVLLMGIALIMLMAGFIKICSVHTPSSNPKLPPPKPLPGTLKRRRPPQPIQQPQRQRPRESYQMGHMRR
# ARFGAP1 inhibitor: rat ARFGAP1 inhibition; AID 651572; 360,000 tested, 0.26% active; Q62848; Arfgap1-stimulated ARF1 GTP hydrolysis, GDP FP detection; inhibition, % at 16.5 µM;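 active = inhibition above a per-plate limit, mean inhibition of low control wells plus 3 SD, cut at about 25% in these data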;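 note: 0% = DMSO wells with enzyme and 100% = wells lacking Arfgap1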
# Target sequence (Q62848 1-136 limits assumed): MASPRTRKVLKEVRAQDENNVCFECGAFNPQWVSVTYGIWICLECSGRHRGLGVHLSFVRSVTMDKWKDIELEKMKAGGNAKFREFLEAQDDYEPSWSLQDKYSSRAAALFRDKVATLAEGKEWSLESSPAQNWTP
#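 System: truncated rat Arfgap1 GAP domain / Benchmarks: high control wells lacking Arfgap1, low control full reaction with DMSO / Times: compound-enzyme preincubation 20 min, reaction 120 min, detection 60 min, 25 °C / Repeats: one replicate per compound / Also added: human ARF1(Δ1-17)-GTP substrate / Measured by: Tracer-displacement fluorescence polarization with EDTA stop, 620/688 nm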
# PLCb3 inh: blocks human PLC-beta3 enzyme activity | Q01970 | Purified PLC-beta3, fluorogenic substrate, fluorescence | inhibition, % at 12.2 µM | 370,000 tested, 0.18% active | AID 720704; in the data active = inhibition above about 11%;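 note: 0% = median of compound wells on plate and 100% = full blocker control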
# Tn7 DDE FP: disrupts Tn7 cyclic peptide binding to fibrin D-Dimer-E complex; inhibition, % at 8.3 µM; 370,000 tested, 0.13% active; AID 720508; P02675; FP displacement of FITC-Tn7 peptide from fibrin DD(E); 0% = median of compound wells per plate;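 active = inhibition above the mean of compounds falling within the control limits plus 3 SD of them, cut at about 14% in these data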;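 note: 0% = plate median of compound wells and 100% = 10 µM Aha-Tn7 peptide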
#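 Assay system: human fibrin DD(E). Input: DD(E) 2 µM final. Medium: Tris buffer with calcium and detergent, pH 7.8. Compound dosing: single point at 8.3 µM. Timing: 10 min plus 3 h, room temperature. Technique: fluorescence polarization of the labelled Tn7 tracer. Read-out: percent inhibition. Replicates: singlicate testing.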
# SIAE primary: blocks human sialic acid acetylesterase | inhibition, % at 9.66 µM | AID 1053197 | SIAE FP-Rh probe binding, fluorescence polarization | 370,000 tested, 0.69% active | Q9HAT2;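 active = inhibition above a cutoff: mean of compounds within the control limits plus 3 SD of those, cut at about 17% in these data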;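 note: 0% = plate median of compound wells and 100% = probe without SIAE protein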
# TDP2 inh: blocks human TDP2 phosphodiesterase activity; recombinant TDP2, T5PNP hydrolysis, p-nitrophenol absorbance 415 nm; inhibition, % at 12.8 µM; 370,000 tested, 0.34% active; AID 720702;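 active = inhibition above the mean of all tested compounds plus 3 SD, set per campaign, cut at about 25% in these data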;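 note: 0% = DMSO with enzyme and 100% = buffer with substrate but no TDP2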
#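 Material: recombinant human TDP2; quantity: TDP2 enzyme at 120 nM final; medium: Tris-HCl pH 7.5 with MgCl2; compound: single concentration, 12.8 µM nominal, with 1% DMSO; incubation: 2 h enzyme incubation at 37 °C; signal: epi absorbance; measure: percent inhibition; benchmarks: high control without enzyme, low control DMSO plus TDP2; repeats: singlicate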
# PLCg1 inh: blocks human PLC-gamma1 enzyme activity | P19174 | purified PLC-gamma1, fluorogenic substrate, fluorescence | inhibition, % at 12.2 µM | 370,000 tested, 0.84% active; in the data active = inhibition above about 9.5%
# Active calls of the source: *; i = inactive; / = no result given.
SMILES,DDE Tn6 FP inh,ADAM17 inh,ASAP1 inh,ADAM10 inh,ARFGAP1 inhibitor,PLCb3 inh,Tn7 DDE FP,SIAE primary,TDP2 inh,PLCg1 inh
CCN(C)C1CN(Cc2cn(Cc3cc(C)cc(C)c3)nn2)S(=O)(=O)C1 (stereo not given),7,-6,2,-11,7,-1,-9,4,-2,-1
C[C@@H]1CCC(=O)N(CC[C@H](Sc2ccccc2)c2ccccc2)CC1,4,1,-9,1,-9,-3,2,3,-6,-2
O=C1CCC(C(=O)NCc2cccnc2)N1 (stereo not given),-4,-3,-5,-6,2,2,5,-2,5,0
CC(C)=CC(=O)OCC(=O)Nc1ccccc1Cl,2,-5,-7,1,3,0,-4,2,13,1
Cc1ccc2c(NC(=O)C3CC3)cccc2n1,3,-4,-8,-3,-7,-12,-7,2,5,-13
O=C(N/C(=C/c1ccc(Cl)cc1)C(=O)N1CCCC1)c1ccccc1,1,-2,-1,5,5,1,8,2,-4,-1
CCOC(=O)C(CCc1ccccn1)c1ccccc1 (stereo not given),1,-4,-1,0,9,1,3,3,10,2
Cc1ccc(NC(=O)CSc2nc3ccccc3c(=O)[nH]2)cc1[N+](=O)[O-],-6,-6,-13,-28,17,-4,4,-2,-3,2
O=S(=O)(c1ccc(Cl)nc1)N(Cc1ccccc1)Cc1ccccc1,-2,1,14,-12,-5,0,2,5,1,3
COC(=O)Cc1ccc(NC(=S)NCCCO)cc1,1,-1,12,-3,1,6,-3,1,8,2
Cc1ccc(NC(=O)COc2ccc(CCO)cc2-n2nc3ccccc3n2)cc1C,-4,-15,26*,-38,5,-39,-3,-13,0,-29
CCOC(=O)[C@@H]1CSCCS(=O)(=O)N1Cc1ccc(C(F)(F)F)cc1,-3,1,2,10,2,3,-3,-2,8,2
COc1ccc(CC(=O)N/N=C(\C)CC(=O)Nc2ccc(N(C)C)cc2)cc1,-5,7,7,10,19,-5,1,6,-22,2
CCN1CCN(P2(=O)C=C(c3ccccc3)OC(c3ccccc3)=C2)CC1,9,-6,-9,-3,2,-1,-6,-1,1,0
CSc1ncc(Cl)c(C(=O)Nc2cccnc2)n1,4,-1,-3,3,3,-3,0,-7,5,3
CN1N=C2c3ccccc3CCC2C1c1ccc(F)cc1 (stereo not given),9,-2,4,-2,-11,-4,-1,2,-5,0
Cc1ccc(C2CN=NC23CCc2ccccc2C3=O)cc1 (stereo not given),4,-2,-12,-12,-4,-2,3,0,-4,-1
CN1CCN(Cc2nc3ccccc3c(=O)n2Cc2nc(-c3ccc([N+](=O)[O-])cc3)cs2)CC1,1,1,-4,1,4,-4,2,7,6,2
C=CC[C@@H](CC(=O)N[C@H](CO)Cc1ccccc1)C(=O)N[C@@H](COC(=O)[C@@H](CC=C)Cc1ccc(F)cc1)Cc1c[nH]c2ccccc12,4,-1,8,0,13,2,-7,-13,-8,5
COC(=O)c1cc(=O)n(Cc2ccc(F)cc2)c(=Nc2ccccc2)s1,1,-1,5,-3,-7,-7,5,-2,0,0
c1ccc2c(c1)[nH]c1c(N3CCOCC3)ncnc12,-1,-21,-6,-77,1,-59,-7,-2,1,-43
CC(C)(C)c1ccc(S(=O)(=O)NCCc2ccncc2)cc1,7,-4,-11,0,-9,3,-2,3,0,-20
OC(COc1ccc2c(c1)OCO2)CN1CCc2ccccc2C1 (stereo not given),2,-6,6,1,3,-1,6,3,-5,-3
Cc1ccc(C(=O)NCCNc2ncc(C(F)(F)F)cc2Cl)cc1[N+](=O)[O-],-3,3,3,4,5,3,-7,-12,1,3
Cc1ccc(C)c(NC(=S)NNC(=O)c2csc(C)c2)c1,6,7,-4,25*,3,6,-1,2,-19,5
COc1ccc(C(Nc2ccc(S(=O)(=O)NCC3CCCO3)cc2)C(=O)NC(C)(C)C)cc1OC (stereo not given),8,-2,2,6,8,3,-12,8,6,-1
COc1cccc(N(CC(=O)NC2CCCC2)C(=O)CCC(=O)Nc2cc(C)on2)c1,-5,-1,-4,1,-5,-4,-5,-6,-3,0
COC(=O)CSc1nnc(-c2cccnc2)n1C,-5,-5,4,-2,-1,2,-1,-5,-9,1
CCc1ccc(C(=O)Nn2cnc3ccccc3c2=O)cc1,8,-4,-7,-5,5,0,0,3,14,1
Cc1noc(C)c1S(=O)(=O)N1CCCC(C(=O)N2CCC(C)CC2)C1 (stereo not given),-1,-2,-5,0,-4,1,-4,-4,-4,2
COc1cc(S(=O)(=O)NCC2(N3CCCCC3)CCCCC2)ccc1NC(C)=O,-6,-5,-3,-2,8,-3,0,-3,5,2
Cc1ccc(NC(=O)CSc2nnc(-c3ccncc3)o2)cc1,-1,1,-4,8,-2,-1,2,-2,2,4
O=C1c2ccccc2C(=O)N1n1c(=O)[nH]c2ccccc2c1=O,-1,-3,-4,-4,-9,4,-5,-1,-6,3
CCN(C(=O)COC(=O)c1ccccc1NCCO)c1cccc2ccccc12,-2,i,7,i,7,i,6,-1,-2,i
COc1ccc(NC(=O)c2nn(C)c3c2CS(=O)(=O)c2ccccc2-3)cc1,-3,2,6,0,8,8,-5,-2,7,1
CN(Cc1ccc(N(C)C)cc1)C(=O)c1cc2ccccc2o1,6,-1,-4,7,-6,-3,-8,0,-2,2
Cc1ccc2oc(Nc3nc(C)c(C)c(C)n3)nc2c1,-7,-3,-1,-8,6,-5,3,4,-5,1
Cc1ccc(N(CC(=O)NC2CCCCCC2)S(=O)(=O)c2c(C)nn(C)c2C)cc1,-1,-1,3,-6,5,-2,-3,-5,-11,7
Cc1ccc(NC(=O)c2ccccc2)cc1OC(=O)c1ccccc1,-5,3,-1,8,1,3,-7,-17,8,2
C[C@H](NC(=O)C1CC(=O)N(c2ccc3c(c2)OCO3)C1)C(=O)NCc1ccco1 (stereo not given in full),-2,-2,-11,-7,6,-7,0,-2,16,1
Cc1cc(-c2ccc(Cl)cc2)c2cnn(C(C)C)c2n1,0,1,10,5,-9,-5,-4,-8,-19,3
CCCCC12CN3CC(C)(CN(C1)C3c1ccc([N+](=O)[O-])o1)C2=O (stereo not given),-3,-2,16,2,12,-7,-1,2,12,0
O=C(OC1CCCCC1=O)c1cc(Cl)ccc1[N+](=O)[O-] (stereo not given),-3,4,1,4,-3,2,1,-5,-13,3
CCN(C(=O)COC(=O)C1CCN(S(=O)(=O)c2ccc(C)c(C)c2)CC1)C1CCCCC1,-1,0,12,-3,0,-1,-9,4,-6,1
O=C(CSc1ncnc2c1cnn2Cc1ccccc1)Nc1ccc2c(c1)OCCO2,-7,-5,5,1,1,-4,8,-3,3,-3
O=S1(=O)c2ccc(Br)cc2OC[C@@H](Cc2ccccc2)N1Cc1cn(CCC2OCCCO2)nn1,1,-1,/,-1,/,4,-7,-1,8,0
COc1cc(OC)cc(C(=O)NC(=S)Nc2nnn(C)n2)c1,-6,-4,7,0,6,-11,0,-1,3,0
COc1ccc(Nc2c3ccccc3nc3ccccc23)cc1,0,-166,-1,-354,-13,-99,8,4,1,-79
O=C(NC12CC3CC(CC(C3)C1)C2)c1c(Cl)cccc1Cl,6,1,-14,-2,-7,-6,-1,-2,-8,1
Cc1ccsc1/C=C1\SC(N2CCOCC2)=NC1=O,2,-3,9,2,-1,2,-3,1,5,1
CC1CCc2c(sc(NC(=O)CCC(=O)O)c2C(=O)NC2CC2)C1 (stereo not given),0,-3,9,-19,4,-7,2,9,1,-4
O=C(NCC(=O)N1CCN(c2ccccc2O)CC1)c1ccco1,5,-3,9,-1,-15,-7,5,2,5,-2
O=C(CNC(=O)c1ccccc1)Nc1ccsc1C(=O)O,2,-1,3,11,8,1,-3,8,1,1
Cc1oc(S(=O)(=O)N(C)C)cc1C(=O)Nc1ccc(F)cc1,-3,-4,-2,-3,5,-6,4,6,2,0
CC(=O)Nc1ccc(S(=O)(=O)Nc2nc3ccccc3nc2N2CCCC2)cc1,7,-5,0,-17,-8,-13,2,4,-6,-14
COc1ccc2c(CC(=O)Nc3ccc(OC)c(S(=O)(=O)N4CCOCC4)c3)coc2c1,-2,3,-10,2,-2,-2,3,-5,-2,-1
CCOc1ccccc1NC(=O)Cc1c(F)cccc1Cl,4,6,2,3,-1,9,-2,-8,-20,6
COc1cccc(C2C(C#N)=C(N)Oc3c2oc(CO)cc3=O)c1 (stereo not given),-2,14*,-8,-2,1,-23,-6,-11,-16,-20
CCOC(=O)C1CN(S(=O)(=O)c2ccc(C)cc2)c2ccccc2O1 (stereo not given),-1,1,-7,9,2,-2,-5,3,-13,4
COC(=O)c1ccc(CN2CCC(Oc3ccc(C(=O)N4CCCCC4)cc3)CC2)cc1,1,2,-11,1,4,-4,9,-6,5,3

# Following part.
SMILES,DDE Tn6 FP inh,ADAM17 inh,ASAP1 inh,ADAM10 inh,ARFGAP1 inhibitor,PLCb3 inh,Tn7 DDE FP,SIAE primary,TDP2 inh,PLCg1 inh
Cc1cc(=O)oc2cc(OCC(=O)OCC(=O)N(C)C3CCS(=O)(=O)C3)ccc12 (stereo not given),2,-34,7,-104,-10,-6,0,7,1,-4
COc1ccc2nc(N3CCCC(C(=O)NCCc4ccc(OC)c(OC)c4)C3)sc2c1 (stereo not given),5,3,3,5,-4,4,-3,-9,-20,1
COc1ccc(Br)cc1C(=O)Nc1cccc(C)c1,1,-5,-5,1,-4,0,5,-2,-2,-2
CCC(C)[C@H](NC(=O)N1CCN(C)CC1)C(=O)OC (stereo not given in full),-2,0,-4,2,-6,0,8,-3,-2,-2

# Whole records, quoted from the list. Order of values: DDE Tn6 FP inh | ADAM17 inh | ASAP1 inh | ADAM10 inh | ARFGAP1 inhibitor | PLCb3 inh | Tn7 DDE FP | SIAE primary | TDP2 inh | PLCg1 inh
# CC1CCc2c(sc(NC(=O)CCC(=O)O)c2C(=O)NC2CC2)C1 (stereo not given) is listed as 0 | -3 | 9 | -19 | 4 | -7 | 2 | 9 | 1 | -4
# Cc1ccc2oc(Nc3nc(C)c(C)c(C)n3)nc2c1 is listed as -7 | -3 | -1 | -8 | 6 | -5 | 3 | 4 | -5 | 1
# O=C1c2ccccc2C(=O)N1n1c(=O)[nH]c2ccccc2c1=O is listed as -1 | -3 | -4 | -4 | -9 | 4 | -5 | -1 | -6 | 3
# CCN(C)C1CN(Cc2cn(Cc3cc(C)cc(C)c3)nn2)S(=O)(=O)C1 (stereo not given) is listed as 7 | -6 | 2 | -11 | 7 | -1 | -9 | 4 | -2 | -1
# Cc1ccsc1/C=C1\SC(N2CCOCC2)=NC1=O is listed as 2 | -3 | 9 | 2 | -1 | 2 | -3 | 1 | 5 | 1
